Screening results: PubChem BioAssay, several laboratories
MEP2 TOR yeast – alters MEP2-GFP fluorescence in TOR pathway yeast screen; S. cerevisiae MEP2-GFP strain, flow cytometry GFP, 3 h; 100% = DMSO control level; GFP response vs DMSO, % at 10 µM; 330,000 compounds, 0.51% hits; AID 2016;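 active means GFP response versus DMSO above a set limit, roughly screen mean plus 3 SD, cut at about 180% in these data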;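 further: median GFP fluorescence of the barcode-gated MEP2-GFP cells per well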
LAP4 TOR yeast – modulators of TOR pathway LAP4-GFP in S. cerevisiae. 320,000 compounds, 0.34% hits. S. cerevisiae LAP4-GFP multiplex, flow cytometry GFP, 3 h; median GFP as percent of DMSO wells. GFP response vs DMSO, % at 10 µM. AID 2023;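 active means GFP response vs DMSO above a set limit, about the screen mean plus 3 SD, cut at about 150% in these data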
AHR activator – activators of human aryl hydrocarbon receptor; AID 2796; activation, % at 5 µM; AHR-responsive luciferase reporter cells, luminescence; P35869; 320,000 compounds, 2.5% hits; in the data active means activation above about 47%;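 further: 0% = vehicle wells and 100% = reference agonist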
procasp7 counter – counter-screen for procaspase-3 activators: activators of human procaspase-7; P55210; recombinant procaspase-7, Ac-DEVD-pNA absorbance 405 nm; D23A/D198A/D206A triple mutant, cannot self-cleave; scale: DMSO 0, 5 µM enzyme 100; activation, % at 8.5 µM; 330,000 compounds, 0.093% hits; AID 463210;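 active means percent activation above the screen-wide mean plus 3 SD, cut at about 25% in these data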
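Replicates: singlicate. Assay system: Procaspase-7 triple mutant (PC-7 D3A). Signal: 405 nm absorbance of p-nitroaniline. Times: 1 h preincubation, 2 h reaction. Buffer or medium: Zinc-free HEPES pH 7.4 with 300 mM NaCl, 0.01% Triton X-100. Also added: DEVD-pNA substrate. Benchmarks: DMSO wells as 0%, DMSO with 5 µM added PC-7 as 100%.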
ZTA counter – blocks Epstein-Barr virus ZTA, an EBNA-1 counter-screen | ZTA-DNA binding, fluorescence polarization | inhibition, % at 11 µM | 320,000 compounds, 0.15% hits | AID 2234; in the data active means inhibition above about 33%
RPL19A TOR yeast – modulators of TOR pathway RPL19A-GFP in S. cerevisiae; S. cerevisiae RPL19A-GFP strain, flow cytometry, 3 h; hits give low values; percent response vs DMSO, % at 10 µM; 330,000 compounds, 0.3% hits;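 active means percent response vs DMSO below 50%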;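 further: median channel GFP fluorescence of the barcoded RPL19A-GFP strain; ratio of sample median GFP to plate DMSO average so 100% = DMSO; lower means less RPL19A-GFP as with rapamycin TOR inhibition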
proCasp3 act – procaspase-3 (human) activation | AID 463141 | recombinant procaspase-3 D3A, Ac-DEVD-pNA absorbance 405 nm | P42574 | activation, % at 8.5 µM | 330,000 compounds, 0.11% hits;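 active means activation above the mean of all tested compounds plus 3 SD, cut at about 21% in these data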;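 further: 0% = DMSO alone and 100% = DMSO wells spiked with extra 5 µM PC-3 D3A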
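Assay system: Procaspase-3 D3A mutant, all three cleavage aspartates alanine. Buffer or medium: Zinc-free HEPES saline buffer with Triton X-100. Times: 1 h compound preincubation, 2 h substrate hydrolysis at 25 °C. Measured by: 405 nm absorbance of p-nitroaniline, reads at 0 and 120 min. Read-out basis: percent activation relative to control range. Replicates: singlicate.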
EBNA-1 inhibitor – blocks EBNA-1 binding to DNA; EBNA-1 DNA binding, fluorescence polarization; inhibition, % at 14.8 µM; 300,000 compounds, 0.34% hits; AID 1950; in the data active means inhibition above about 28%
Active calls of the source: *; · = not tested or not shown; + = active, no number; [ ] = another dose, or the depositor's remark. Hits appear at their usual frequency, and some 3.8% of all compounds hit somewhere here.

SMILES	MEP2 TOR yeast	LAP4 TOR yeast	AHR activator	procasp7 counter	ZTA counter	RPL19A TOR yeast	proCasp3 act	EBNA-1 inhibitor
CN1CCC(=O)N([C@H](CSc2ccc(Br)cc2)Cc2ccccc2)CC1	100.5	93.7	1.7	6.1	1.0	93.8	5.3	-0.8
CC(=O)Nc1ccc(NC(=O)C2CCCN(S(=O)(=O)c3ccc(Cl)cc3)C2)cc1 (stereo not given)	96.9	87.2	0.0	-5.8	12.3	96.1	0.9	8.7
CCCN1CCN(C(=O)CN2C(=O)COc3ccc(S(=O)(=O)N(CC)CC)cc32)CC1	103.7	92.8	-0.6	2.0	12.7	100.8	0.5	-1.1
O=C(O)c1cccc(S(=O)(=O)N(Cc2ccccc2)c2cccc(C(F)(F)F)c2)c1	99.8	99.4	-1.6	-1.7	21.0	99.2	2.0	13.5
NC(=O)CN1C(=O)C(O)(CC(=O)c2ccccc2O)c2ccccc21 (stereo not given)	110.9	100.2	5.7	4.2	2.0	103.8	2.0	8.3
CC(C)(C)c1cc[n+](C2=C([O-])c3ccccc3C(=O)/C2=N\S(=O)(=O)c2cccs2)cc1	102.5	109.3	-9.6	0.1	12.7	103.5	3.2	-5.7
O=C1CC(c2ccccc2)CC(O)=C1C=NCCN1CCN(C(=S)Nc2cccc(Cl)c2)CC1 (stereo not given)	98.3	90.2	-1.5	0.0	0.5	99.4	-3.1	-3.7
O=C(COC(=O)CCc1ccc(S(=O)(=O)N2CCOCC2)cc1)NC1CCCCCC1	100.2	96.3	-1.3	-9.8	3.9	102.9	-5.5	2.6
CC1CC(C)CN(CCCNC(=O)C2CCCN(c3nnc(N4CCCC4=O)s3)C2)C1 (stereo not given)	86.5	91.7	-0.5	5.0	-6.6	85.9	3.7	0.3
CCOc1ccc(CC(=O)Nc2c(C(N)=O)oc3ccc(Br)cc23)cc1OCC	97.0	100.7	2.3	-2.0	13.8	92.5	-1.1	1.6
O=C(c1ccco1)N(Cc1cccs1)C1CCS(=O)(=O)C1 (stereo not given)	98.0	96.0	-0.8	5.6	-0.2	94.7	-1.2	4.3
CC(=O)C1=C(O)C(=O)N(c2cccnc2)C1c1cccc([N+](=O)[O-])c1 (stereo not given)	106.5	109.5	10.8	4.2	-17.3	98.9	1.2	-13.4
C=CCOc1ccc(/C=N/n2cncn2)cc1OC	98.5	106.4	10.7	-0.9	16.1	102.4	2.3	-3.7
O=C(NNC(=S)Nc1ccccc1C(F)(F)F)c1cccnc1	97.4	104.5	7.0	-10.2	3.4	98.0	-2.8	5.1
O=C(CNC(=O)c1ccccc1Br)N/N=C/c1cc(Br)ccc1O	99.0	93.3	12.8	-7.9	-7.1	103.1	-13.1	7.3
CN(C)S(=O)(=O)c1cccc(NC(=S)N/N=C/C2CC=CCC2)c1 (stereo not given)	91.4	107.3	3.5	-1.5	8.6	99.2	-9.9	-7.5
COc1ccc(CCN2C(=O)CC(C(N)=O)SC2=Nc2ccccc2)cc1 (stereo not given)	96.5	106.8	-2.2	8.3	-1.0	96.3	-0.9	0.9
Cc1nn(C)cc1S(=O)(=O)N1CCCCC1C (stereo not given)	92.5	98.3	4.2	3.5	13.3	102.8	6.0	18.8
CC(=O)Nc1cc(S(=O)(=O)C(F)(F)F)ccc1Cl	90.0	92.8	3.0	6.5	-6.6	91.3	2.0	3.4
Cc1oc(-c2ccccc2F)nc1CN1CCC(C(=O)NC2CC2)CC1	92.7	93.2	2.0	2.3	0.6	99.8	10.0	3.6
CN(CCC#N)C(=O)COC(=O)c1ccc2c(c1)C(=O)N(C1CCCCC1)C2=O	102.7	78.7	0.6	-10.8	-3.0	99.7	-5.0	-4.5
O=C(Nc1cccc(S(=O)(=O)N2CCOCC2)c1)c1ccc(N2CCCC2=O)cc1	94.1	86.7	-2.6	1.9	-11.6	91.5	4.3	·
CCOc1ccccc1N(CC(=O)O)S(=O)(=O)c1ccccc1	94.7	99.5	-0.2	-2.8	-3.4	100.4	-4.6	-7.1
CCCNC(=O)N1CCN(C(=O)NCCC)CC1	111.3	103.1	-1.7	4.4	-0.6	104.5	9.6	-2.5
Cc1cccc(C)c1OC(=O)Cc1ccccc1[N+](=O)[O-]	106.2	95.8	0.6	0.0	13.0	103.8	-3.6	9.8

Entries of single compounds as entered above:
Cc1nn(C)cc1S(=O)(=O)N1CCCCC1C (stereo not given) in the list: MEP2 TOR yeast = 92.5; LAP4 TOR yeast = 98.3; AHR activator = 4.2; procasp7 counter = 3.5; ZTA counter = 13.3; RPL19A TOR yeast = 102.8; proCasp3 act = 6.0; EBNA-1 inhibitor = 18.8
Cc1oc(-c2ccccc2F)nc1CN1CCC(C(=O)NC2CC2)CC1 in the list: MEP2 TOR yeast = 92.7; LAP4 TOR yeast = 93.2; AHR activator = 2.0; procasp7 counter = 2.3; ZTA counter = 0.6; RPL19A TOR yeast = 99.8; proCasp3 act = 10.0; EBNA-1 inhibitor = 3.6

Next section:
SMILES	MEP2 TOR yeast	LAP4 TOR yeast	AHR activator	procasp7 counter	ZTA counter	RPL19A TOR yeast	proCasp3 act	EBNA-1 inhibitor
Cc1nc(N2CCN(S(=O)(=O)c3ccccc3C#N)CC2)c2c(-c3cccs3)csc2n1	108.9	108.2	3.7	5.4	5.5	97.8	4.3	0.2
Cc1cc(C)cc(-n2ccnc2SCC(=O)c2c(N)n(C3CC3)c(=O)[nH]c2=O)c1	95.7	96.9	1.5	5.0	1.5	96.6	-0.9	·
COc1ccc(CCNC2=C(Cl)C(=O)N(Cc3ccccc3)C2=O)cc1OC	90.3	83.6	7.1	-9.7	2.5	88.8	-3.2	1.1
O=C(C1CCN(S(=O)(=O)c2ccc(Cl)cc2)CC1)N1CCN(c2ccccn2)CC1	100.7	97.0	-1.3	-7.8	3.5	95.9	10.5	·
O=S(=O)(c1cccc2nsnc12)N1CCN(C/C=C\c2ccccc2)CC1	98.8	103.4	-5.1	-7.7	8.9	96.1	4.3	6.7
CCC(C(=O)Nc1ccc2c(c1)OCCO2)n1nnc2ccccc2c1=O (stereo not given)	111.9	94.1	4.7	0.9	-7.4	102.4	9.3	2.3
CCOc1cccc(-c2c(C(=O)N/N=C/c3ccc(Br)cc3)nnn2-c2nonc2N)c1	99.1	103.9	2.5	15.5	2.8	93.4	-6.7	-2.9
COc1ccccc1NS(=O)(=O)NC(=O)c1cn(C)c2ccccc12	105.1	92.4	-1.2	-0.1	-5.8	101.4	0.7	-5.7
Cn1c(CC2Sc3ccccc3NC2=O)nnc1SCC(=O)c1ccc(Cl)cc1 (stereo not given)	102.0	107.5	3.5	-8.3	-3.6	100.7	-3.4	2.6
O=C(Nc1cccc(S(=O)(=O)N2CCCCC2)c1)c1cc2ccccc2o1	90.8	84.7	6.8	-3.9	0.8	92.8	9.3	·
CC(=O)Nc1ccc(S(=O)(=O)Nc2ccccc2C(=O)N2CCCC2)cc1	131.9	106.1	5.1	1.2	8.0	102.0	9.3	0.4
Cc1c(C(=O)N2CCCCC2)c(S(=O)(=O)N2CCc3ccccc32)c(C)n1C	101.8	93.7	2.6	6.0	0.9	101.1	1.3	5.0
CC(NC(=O)NC(=O)c1ccc(F)cc1)C1CC1 (stereo not given)	100.1	102.8	-0.5	2.4	·	97.6	4.7	·
CCOc1cc(N2CCOCC2)c(OCC)cc1NC(=O)CSc1nc(N)cc(=O)[nH]1	88.6	94.0	0.9	-3.8	4.0	96.2	0.4	·
CCN(CC)Cc1nc2sc(C)c(C)c2c(=O)[nH]1	103.5	97.4	2.6	4.0	8.0	104.2	3.1	-8.8
CCOC(=O)C1=C(COC(=O)CNC(=O)c2cc(OC)c(OC)c(OC)c2)NC(=O)NC1C (stereo not given)	109.3	112.0	1.0	3.6	3.2	106.3	-2.8	-3.1
Clc1ccc(-n2cc(COCc3ccccc3)nn2)cc1	100.6	107.6	2.4	3.4	0.5	90.5	1.6	-3.2
O=C(O)C1(P(=O)(c2ccc(Cl)cc2)c2ccc(Cl)cc2)CC1	105.9	101.0	-0.1	-1.5	-13.8	100.8	-9.8	-1.5
COc1ccc(NC(=O)Nc2ccccc2C(N)=O)cc1OC	102.7	97.7	2.7	-22.0	-7.4	101.0	-3.6	-4.0
CC1CCN(c2nc3c(=O)[nH]c(N)nc3n2[C@@H]2O[C@H](CO)[C@@H](O)[C@H]2O)CC1	+[may fluoresce violet]	98.7[may fluoresce violet]	-0.8	8.8	-12.2	86.0[may fluoresce violet]	-4.1	6.7
N#Cc1c(C#N)c(-c2ccccc2)n(-c2ccccc2)c1N	98.8	96.8	-4.2	7.8	4.1	99.4	-1.0	-1.7
CC1=C(C(=O)OCC2CCCO2)C(c2ccncc2)C2=C(CC(C)(C)CC2=O)N1 (stereo not given)	216.1*[may fluoresce violet]	98.5	5.9	-9.5	-12.2	99.2	-8.8	-2.6
Cc1nc(CC(=O)NNS(=O)(=O)c2cccc(Cl)c2Cl)cs1	113.0	90.8	0.3	6.4	·	98.7	2.1	·
CC(=O)Nc1ccc(NC(=O)C(C)OC(=O)C2CCN(S(=O)(=O)c3cccs3)CC2)cc1 (stereo not given)	101.6	102.6	-0.2	6.6	-10.1	101.4	11.1	4.1
CCC(=O)N(Cc1cc(=O)[nH]c2ccccc12)c1ccc(C)cc1	94.1	90.4	11.2	-1.1	2.6	90.7	7.0	-5.8
(further entries)
SMILES	MEP2 TOR yeast	LAP4 TOR yeast	AHR activator	procasp7 counter	ZTA counter	RPL19A TOR yeast	proCasp3 act	EBNA-1 inhibitor
Cc1cccc(C(=O)N[C@@H](C)C(=O)N2CCN(c3ncccn3)CC2)c1	93.9	89.1	8.2	10.3	8.7	95.5	6.1	·
COc1ccc(CN2c3cc(S(=O)(=O)N4CCOCC4)ccc3N3CCCC32)cc1 (stereo not given)	98.5	94.4	-1.9	7.7	1.7	99.3	-1.4	2.4
O=C(COC(=O)/C=C/c1cccc([N+](=O)[O-])c1)Nc1cccnc1Cl	110.1	121.5	1.8	5.0	·	109.7	0.5	·
Cc1ccc(N2C(N)=C(C#N)C(c3cccnc3)C3=C2CC(C)(C)CC3=O)cc1 (stereo not given)	95.0	93.0	2.1	13.1	1.9	93.9	-3.5	7.4
CCOc1ccc(Br)cc1S(=O)(=O)Nc1ccc(N2CCOCC2)cc1	94.5	92.6	1.2	1.9	-2.3	92.7	-0.4	0.3
CCc1cccc2c1NC(=O)C21OCCO1	101.8	98.0	20.1	11.6	2.5	97.3	5.5	-16.5
CCc1ccc(NC(=O)c2noc(C(C)C)c2[N+](=O)[O-])cc1	97.6	90.1	4.8	0.1	-9.0	99.4	3.3	-10.5
COc1cccc(NC(=O)CSc2nc3c(c(=O)n2C)SC(C)C3)c1 (stereo not given)	90.5	89.5	25.9	0.8	-5.6	100.5	5.1	1.7
Cc1c(Cl)cccc1NC(=S)NCCC(C)C	98.5	·	0.8	2.4	-11.1	103.8	-3.1	-19.8
CN1C(=O)/C(=C/c2ccccc2OCc2cccc(F)c2)NC1=S	104.9	107.6	96.7*	-3.2	21.5	100.5	4.5	5.0
CSCCC(NC(=O)c1ccccc1Cl)C(=O)N1CCCCC1 (stereo not given)	89.5	90.3	1.0	-7.2	-8.2	92.7	4.2	·
COc1cc2c(cc1OC)-c1cc(Nc3ccccc3Br)nc(=O)n1CC2	106.5	91.3	2.7	-1.1	10.0	105.6	2.5	-1.6
Fc1ccccc1NC(=S)N1CCN(Cc2ccccc2)CC1	99.3	96.8	-0.1	-0.9	2.9	95.2	-4.7	1.6
COc1ccc(C(=O)NCC2CCCN2S(=O)(=O)c2cccs2)cc1OC (stereo not given)	94.1	97.4	-1.2	-2.6	-3.6	101.3	3.4	-15.4
